Hep lipid drop: hepatic lipid droplet formation modulation. AML12 mouse hepatocytes, oleate lipid droplets, BODIPY imaging. inhibition, % at 6.5 µM. actives 0.4% (n = 240,000). AID 1656;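 active = lipid droplet intensity inhibited by at least 50%, with more than 500 cells counted; inconclusive = wells with under 300 cells, treated as cytotoxic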
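Material – mouse AML12 hepatocyte cell line, fixed after treatment · Compound dosing – one dose, 6.5 µM compound · Times – compound with oleate, overnight · Measured by – Image-based BODIPY and DAPI two-channel analysis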
HEK293 NOD2/NF-kB: NOD2 signaling inhibitors, cell-based, luminescence, uHTS, HEK293 (AID 1566); HEK293 NOD2/NF-kB luciferase reporter, luminescence; higher % means a stronger effect; inhibition, % at 4 µM, or EC50 in µM where a hit was titrated; actives 0.63% (n = 290,000); in the data active = inhibition above about 50%; note: many of its hits are not listed in these tables
Hep lipid drop cells 6.5 µM: also measured in Hep lipid drop; calls as there; cell count; measured here: cell count, cytotoxicity flag;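 cells counted across two imaged fields per well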
The depositor's hits bear a star; ? = inconclusive; . = not tested or not shown. Some of the compounds tested; the hit share may differ from the screen's.

SMILES	Hep lipid drop	Hep lipid drop cells 6.5 µM	HEK293 NOD2/NF-kB
O=S(=O)(NC1CCCCC1N1CCN(c2ccc(F)cc2)CC1)c1ccccc1 (configuration not stated)	-53	688	11%
COc1ccc(OCC(=O)Nc2cc3c(cc2C(=O)O)OCCCO3)cc1	1	797	9%
CCc1c(C)sc(NC(=O)c2ccoc2C)c1C(N)=O	-12	692	-3%
CCOc1c(C)cnc2c1c(=O)n(Cc1c(F)cccc1Cl)c(=O)n2C	-3	757	-3%
CCn1c(=O)c(C(=O)NNC(=O)c2ccccc2)c(O)c2ccccc21	-3	789	11%
CCn1c(=S)sc2c(=O)n(CC(=O)NCCCc3ccccc3)c(C)nc21	-43	728	-5%
COc1ccccc1NC(=O)N1CCOCC1	-12	811	17%
COc1ccc(NC(=O)NCc2ccc3c(c2)OCO3)cc1OC	4	890	11%
COc1ccc(OC)c(S(=O)(=O)N2CCC(C(=O)NC3CC3)CC2)c1	2	689	-2%
CC(Oc1ccccc1)C(=O)Nc1nnc(S(=O)(=O)N2CCCCCC2)s1 (configuration not stated)	-2	702	15%
COc1ccc(OC)c(/C=N/NC(=O)C(=O)N2CCCCCC2)c1	17	700	6%
CN(c1ncnc(N)c1[N+](=O)[O-])C1CCCCC1	-1	683	37%
O=C(c1ccc([N+](=O)[O-])o1)N1CCN(Cc2ccccc2)CC1	-1	800	4%
Cc1ccc(NC(=O)CCN2CCN(C)CC2)cc1	3	840	0%
COc1ccc(-n2cc(-c3ccccc3)c3c(=S)nc[nH]c32)cc1	15	783	1%
Cc1cc(Br)cc(Cl)c1OC(=O)c1ccncc1	1	813	-14%
CC(NC(=O)Cc1ccsc1)c1ccc(F)cc1 (configuration not stated)	0	817	-1%
COc1ccc(S(=O)(=O)N2CCCCC2)cc1C(=O)N1CCCCCC1	-6	678	15%
COc1ccccc1CNC(=O)CN(C)S(=O)(=O)c1ccc2c(c1)c(=O)n(C)c(=O)n2C	6	737	9%
O=C(Cn1cnc2c(oc3nc4c(cc32)CCCC4)c1=O)Nc1cccc(Cl)c1	9	641	-8%

Seven compounds picked at random from those above, as already listed:
SMILES	Hep lipid drop	Hep lipid drop cells 6.5 µM	HEK293 NOD2/NF-kB
COc1ccc(OC)c(/C=N/NC(=O)C(=O)N2CCCCCC2)c1	17	700	6%
COc1ccc(S(=O)(=O)N2CCCCC2)cc1C(=O)N1CCCCCC1	-6	678	15%
CN(c1ncnc(N)c1[N+](=O)[O-])C1CCCCC1	-1	683	37%
CC(NC(=O)Cc1ccsc1)c1ccc(F)cc1 (configuration not stated)	0	817	-1%
COc1ccc(-n2cc(-c3ccccc3)c3c(=S)nc[nH]c32)cc1	15	783	1%
COc1ccccc1CNC(=O)CN(C)S(=O)(=O)c1ccc2c(c1)c(=O)n(C)c(=O)n2C	6	737	9%
Cc1cc(Br)cc(Cl)c1OC(=O)c1ccncc1	1	813	-14%

The main list resumes, repeating the two entries before the break.
SMILES	Hep lipid drop	Hep lipid drop cells 6.5 µM	HEK293 NOD2/NF-kB
COc1ccccc1CNC(=O)CN(C)S(=O)(=O)c1ccc2c(c1)c(=O)n(C)c(=O)n2C	6	737	9%
O=C(Cn1cnc2c(oc3nc4c(cc32)CCCC4)c1=O)Nc1cccc(Cl)c1	9	641	-8%
COc1ccc2oc(C(=O)N(C)CCOc3ccc(Cl)cc3)c(C)c2c1	1	860	18%
CN1C(=O)NC(c2ccccc2[N+](=O)[O-])C2=C1CC(C)(C)CC2=O (configuration not stated)	3	414	12%
COC(CN(C)S(=O)(=O)c1cc2c3c(c1)CCC(=O)N3CCC2)OC	6	733	0%
O=C(NCC(=O)N(Cc1ccc(F)cc1)C(C(=O)NCC1CCCO1)c1ccccc1)c1ccco1 (configuration not stated)	-5	842	10%
CCC(Cc1ccccc1)NC(=O)CCNS(=O)(=O)c1cc(Br)cnc1N (configuration not stated)	-13	718	13%
O=C(Nc1sc2c(c1C(=O)O)CCCC2)C(=O)N1CCOCC1	-3	706	1%
CC(=O)N1CCc2c(sc(NC(=O)c3cccc(N4C(=O)CCC4=O)c3)c2C(N)=O)C1	0	853	12%
O=[N+]([O-])c1cccc(CN2CCN(c3ncccn3)CC2)c1	20	795	-9%
COc1ccc(NC(C)=O)cc1S(=O)(=O)Nc1ccc(OCc2ccccc2)cc1	4	812	12µM*
COCCNC(=O)[C@@H]1CSC2c3ccccc3C(=O)N21 (some centres not stated)	-3	822	12%
COc1ccc(N/C=C(\C#N)S(=O)(=O)c2ccc(Cl)cc2)c(OC)c1	5	426	12%
CCOC(=O)Cc1csc(NC(=O)c2cnc3sc(C)cn3c2=O)n1	-4	689	-3%
Cc1nc(NC(=O)CSC2=NCCS2)sc1C(=O)N(C)C	35	739	1%
CN(C)S(=O)(=O)c1ccc(C(=O)Nc2cc3c(cc2C(=O)O)OCCCO3)cc1	0	756	4%
O=C(NCCOc1cccnc1)c1ccc(OC2CCN(Cc3ccccn3)CC2)cc1	13	696	14%
Cc1ccc2nc(-c3ccncc3)cc(C(=O)Nc3ccc(F)cc3C)c2c1	-23	803	-25%
COc1ccc(NC(=O)C2CC(=O)N(CCc3ccc(F)cc3)C2)c(OC)c1 (configuration not stated)	2	788	-19%
Cc1cccc(NC(=O)c2c([N+](=O)[O-])cnn2C)c1	2	845	19%
Cn1nc(C(=O)NCc2ccc(Cl)cc2)c2c1-c1ccccc1S(=O)(=O)C2	-10	721	6%
COc1cc(/C(O)=C(\C#N)c2nc3ccccc3[nH]2)cc(OC)c1OC	2	788	-1%
O=C(CNc1ccc(Br)cc1)c1ccc(Br)s1	1	807	-26%
CCc1nnc(NC(=O)CCN2C(=O)C3CCCCC3C2=O)s1 (configuration not stated)	8	832	-3%
COc1cccc(C2Nc3ccccc3NC3=C2C(=O)CC(C)(C)C3)c1 (configuration not stated)	-1	846	8%
Cn1c(SCc2cccc(C#N)c2)nc2ccccc2c1=O	0	819	22%
COc1ccc(C(=O)N(C)C2CCCN(Cc3ccccc3F)C2)cc1C (configuration not stated)	-3	817	-20%
CC(C)NC(=O)N1CCC(c2nc3ccccc3s2)CC1	9	402	-4%
Cc1ccc(NS(=O)(=O)c2ccc(-c3ccc(=O)[nH]n3)o2)c(C)c1	-8	764	17%
Cc1ccccc1CS(=O)(=O)Cc1ccc(C(=O)NC2CCCCC2)o1	-6	721	-2%
COc1cccc(C(=O)Nc2cc(NC(=O)c3cccs3)ccc2C)c1	17	826	7%
COc1cccc(/C=N/NC(=O)c2nnn(-c3nonc3N)c2C(C)C)c1OCc1ccc(F)cc1	-62	545	16%
Cc1c(C)n(-c2ccc(Cl)cc2)c2ncnc(N)c12	-14	761	-29%
Cc1ccc(NC(=O)c2cc(S(=O)(=O)N3CCOCC3)cs2)cc1	4	880	12%
COc1cccc(N2CCN(C(=O)c3cc4c(=O)n(Cc5ccccc5)ccc4nc3C)CC2)c1	-27	728	-24%
CCCCNC(=O)c1ccccc1SCc1c(C)noc1C	-10	833	0%
CN(C)C(=O)COc1ncnc2sc(-c3ccccc3)cc12	-2	826	-17%
Cc1cccc(NC(=O)CSc2nc(C3CC3)nc3ccccc23)c1	-20	765	-16%
CCCCOc1ccc(/C=N/Nc2cc(N3CCOCC3)nc(C)n2)cc1	16	782	2%
CC(=O)Nc1ccc2c(c1)nc(C)n2Cc1ccccc1	14	783	-1%
COc1ccc(C2Nc3ccccc3C(=O)N2NS(C)(=O)=O)c(OC)c1 (configuration not stated)	8	827	-12%
O=C(c1ccccc1)c1ccc(C(=O)N2CCN(c3ccccc3)CC2)cc1	-7	678	3%
CC1CCN(S(=O)(=O)c2ccc(C(=O)Nc3ncccc3O)cc2)CC1	15	717	-3%
O=C(CCC(=O)N(CC(=O)NC1CCCC1)c1cccc(F)c1)Nc1nccs1	18	835	-25%
O=C(NCC(=O)N1CCN(c2ccccc2)CC1)c1ccc(Cl)cc1	7	813	-2%
CCC(NC(=S)NCc1ccc(F)cc1)c1ccc(C(C)C)cc1 (configuration not stated)	-12	839	23%
Cc1ccc(CNC(=O)C2CCN(S(=O)(=O)N3CCCC3)CC2)cc1	-31	639	5%
COc1cc(C(=O)N2CCN(Cc3ccccn3)CC2)cc(OC)c1OC	-6	848	4%
COc1cc(NS(=O)(=O)c2ccc(NC(=O)CCC(=O)O)cc2)nc(OC)n1	-1	803	0%
Cc1ccc2c(c1)N(Cc1cccc(C#N)c1)C=NS2(=O)=O	3	812	7%
CCCNc1nc2nc3ccccn3c(=O)c2cc1C(=O)NCCN1CCOCC1	3	806	-6%
CN(Cc1ccc(Br)cc1)CC(O)COc1cccc(Br)c1 (configuration not stated)	-23	740	1%

Later entries
SMILES	Hep lipid drop	Hep lipid drop cells 6.5 µM	HEK293 NOD2/NF-kB
O=C(CSc1nc2ccccc2o1)N/N=C/c1ccco1	13	721	-21%
Cc1ccc2[nH]c(C(=O)N3CCN(C=O)CC3)cc2c1	-13	814	-3%
COc1ccc(C)cc1NC(=O)Cn1c(=O)oc2ccccc21	8	404	4%
O=C(CSc1nnc(NC(=O)c2ccco2)s1)Nc1ccccc1Br	25	862	-12%
Cc1c(C(=O)N2C[C@@H](C)O[C@@H](C)C2)oc2c(F)cccc12	-2	788	-30%
COc1ccc(COC(=O)CCc2c[nH]c3ccccc23)cc1F	-4	683	-1%
CCOc1cc(C(=O)NC2CC(C)(C)NC(C)(C)C2)cc(OCC)c1OCC	7	858	-8%
CCc1nnc(NC(=O)CCC(=O)N2CCN(Cc3ccc(OC)c(F)c3)CC2)s1	3	739	-7%
COc1ccccc1NC(=O)/C(C#N)=C/c1ccc(OCCN2CCOCC2)c(OC)c1	5	806	5%
Cc1c(C(c2ccccc2Br)c2c(C)n(C)n(-c3ccccc3)c2=O)c(=O)n(-c2ccccc2)n1C	-2	844	-12%
Cc1ccc(S(=O)(=O)N2CCC(C)CC2)cc1	-5	780	9%
Nc1ccccc1-c1nnc2n1CCCCC2	-1	781	16%
Cc1ccc2nc(N(CCCN(C)C)C(=O)c3cc(-c4cccs4)nc4ccccc34)sc2c1	-5	797	1%
Cc1ccc(NC(=O)CCS(=O)(=O)c2ccc3c(c2)NC(=O)C(C)S3)cc1Cl (configuration not stated)	22	746	2%
COc1ccc(N2CCN(C(=O)CCS(=O)(=O)c3ccc4c(c3)NC(=O)C(C)S4)CC2)cc1 (configuration not stated)	-17	766	18%
O=S(=O)(c1ccc2nc(N3CCN(c4ccccc4)CC3)ccc2c1)N1CCCCC1	12	681	16%
COc1ccc(NC(=O)c2cc(C)no2)cc1	-4	802	1%
Cc1csc(NC(=O)Cc2ccc(F)cc2)n1	-13	816	-14%
Cc1ccc2c(c1)N(C)/C(=C/c1cccc[n+]1CCO)S2	-42	779	37%
Cc1cc(Br)ccc1NC(=O)CSc1nnc(CN2CCOCC2)n1C	11	728	-11%
Cc1ccc(S(=O)(=O)Nc2c(O)c3ccccc3oc2=O)cc1C	-5	812	1%
COCCN(CCOC)S(=O)(=O)c1ccc(C(=O)Nc2ccncc2)cc1	-6	667	-1%
COC(=O)c1ccccc1NC(=O)CN1CCN(Cc2ccccc2)CC1	4	811	20%
CCOc1ccccc1N(CC(=O)Nc1ccccc1C(=O)N1CCCC1)S(C)(=O)=O	3	763	-35%
COc1cccc(C(=O)C2CCCN(C(=O)c3ccccn3)C2)c1 (configuration not stated)	3	790	20%
COc1ccc(C2=NS(=O)(=O)N(C)C(C(=O)NCc3ccco3)=C2)cc1OC	-2	748	16%
CN(C(=O)COC(=O)c1ccc(C#N)cc1)c1ccccc1	6	806	-6%
O=C(O)c1cc2ccccc2c(N=Nc2cccnc2)c1O	-3	794	11%
COc1cc(/C=N/n2c(C)nc3ccccc3c2=O)cc(OC)c1O	20	720	-1%
CC1(C)CC(NC(=O)C2CCN(S(=O)(=O)c3ccccc3C(F)(F)F)CC2)CC(C)(C)N1	1	846	11%
COc1ccc(C(=O)N(C)CCCC2CCCC2)cc1OC1CCN(C(C)C)CC1	1	787	-6%
N#C/C(=C\c1ccc2c(c1)OCCO2)C(=O)Nc1ccc(C(=O)O)cc1	-3	821	-46%
CC(Sc1nnc(CNC(=O)c2ccccc2F)n1C)C(=O)Nc1nccs1 (configuration not stated)	11	746	-11%
CCCCc1nc2cc(C(=O)NCCc3cnn(C)c3)ccc2o1	-1	824	-10%
CN(C)C(CNC(=O)Cc1cccc(C(F)(F)F)c1)c1ccccc1 (configuration not stated)	2	790	5%
COCCNC(=S)N1CCN(C(c2ccccc2)c2ccccc2)CC1	1	820	-4%
CCc1nnc(NC(=O)C(c2ccccc2)c2ccccc2)s1	12	810	12%
O=C(NCC(=O)N1CCCCCC1)c1ccc(OC(F)F)cc1	-27	668	1%
CSc1ccc(CN(C)C(=O)C(c2ccccc2)c2ccccc2)cc1	-8	844	7%
C=C(C)[C@@H]1CC[C@]2(C(=O)O)CC[C@]3(C)C(CCC4[C@@]5(C)CC[C@H](O)C(C)(C)C5CC[C@]43C)C12 (some centres not stated)	58*	858*	15%
Cc1cccc(OCC(=O)Nc2ccc(NC(=O)c3ccco3)c(C)c2)c1	-1	823	18%
CNC(=O)C1CCN(S(=O)(=O)c2c(C)noc2/C=C/c2ccc(C)cc2)CC1	-12	735	2%
CCOc1ccc(N2CC(C(=O)NCCc3ccc(F)cc3)CC2=O)cc1 (configuration not stated)	?	.	-47%
CCN(CC)S(=O)(=O)c1cccc(C(=O)OC2CC(C)OC2=O)c1 (configuration not stated)	10	775	7%
COC(=O)C1=CN(Cc2ccc(C)cc2)C=C(C(=O)OC)C1c1cc(OC)c(OC)c(OC)c1	1	809	10%
